Compound activity: PubChem, National Center for Advancing Translational Sciences (NCATS)
RXFP1 antag: blocks the human relaxin receptor RXFP1; Q9HBX9; HEK293-RXFP1, relaxin-stimulated cAMP HTRF, 30 min; stronger effect = lower value; activity change, negative = inhibition, % at 57.5 µM; actives 0.59% (n = 350,000); AID 1259400;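 active means activity change of -60% or lower, but not beyond a set lower limit; inconclusive means change between -60% and -40%, or beyond the set limit; inactive means change above -40%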; further: on the % scale 0 is the no-effect control and ±100 the full control effect
Target sequence (Q9HBX9 whole entry, looked up): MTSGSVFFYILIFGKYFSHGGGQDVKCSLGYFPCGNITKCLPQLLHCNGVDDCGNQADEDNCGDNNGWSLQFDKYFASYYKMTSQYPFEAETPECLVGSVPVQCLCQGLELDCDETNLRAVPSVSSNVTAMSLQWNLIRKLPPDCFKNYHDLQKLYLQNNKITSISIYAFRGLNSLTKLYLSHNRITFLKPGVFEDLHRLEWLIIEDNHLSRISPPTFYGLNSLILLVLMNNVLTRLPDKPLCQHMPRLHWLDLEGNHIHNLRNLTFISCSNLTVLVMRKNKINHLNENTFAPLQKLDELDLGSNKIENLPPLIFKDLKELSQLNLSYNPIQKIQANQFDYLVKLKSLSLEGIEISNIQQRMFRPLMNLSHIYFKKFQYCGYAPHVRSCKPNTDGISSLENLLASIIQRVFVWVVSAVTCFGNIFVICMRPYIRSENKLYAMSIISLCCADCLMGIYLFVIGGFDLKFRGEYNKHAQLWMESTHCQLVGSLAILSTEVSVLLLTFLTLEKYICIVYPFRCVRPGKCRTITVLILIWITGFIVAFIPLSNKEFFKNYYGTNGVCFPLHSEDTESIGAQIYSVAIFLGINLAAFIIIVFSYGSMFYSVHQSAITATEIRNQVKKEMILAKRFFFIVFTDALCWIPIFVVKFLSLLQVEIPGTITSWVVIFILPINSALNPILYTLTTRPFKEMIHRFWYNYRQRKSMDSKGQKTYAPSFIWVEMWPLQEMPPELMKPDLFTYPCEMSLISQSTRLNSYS
D1 ag: human D1 receptor agonism; activation, % at 2 µM; actives 1% (n = 360,000); HEK293 T-REx D1 cells, calcium flux, agonist mode; P21728; AID 504660; further: 0% is about no effect
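Inducible HEK293 T-REx D1 cells, force-coupled to calcium signalling, were plated at 4000 cells/well with tetracycline and held overnight at 30 C. After no-wash calcium dye loading, compound-evoked calcium rise over 180 s flagged agonists.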
D1 potentiator: human D1 dopamine receptor positive modulation; HEK293 TREx D1 cells, calcium flux, dopamine EC20 potentiation; actives 0.036% (n = 360,000); P21728; potentiation, % at 10 µM; in the data active means potentiation above about 30%; further: 0% is about no effect
D2 potentiator: positively modulates the human D2 dopamine receptor allosterically | P14416 | HEK293 T-REx D2, calcium flux, EC20 dopamine potentiation | potentiation, % at 10 µM | actives 0.34% (n = 340,000) | AID 485347;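 active means potentiation over 3 SD above the plate norm, cut at about 30% in these data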; further: 0% is about no effect
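Tetracycline-induced HEK293 T-REx cells force-coupled to calcium signalling expressed D2; compounds were pin-added after a 10 s baseline, read kinetically 180 s, then an EC20 dopamine challenge followed with a further 180 s calcium read.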
TRHR enhancer: allosterically enhances the human TRH receptor; TRHR cells, fluo-8 calcium fluorescence, EC20 TRH enhancement; enhancement, % at 2 µM; actives 0.66% (n = 360,000); P34981; in the data active means enhancement above about 30%; further: 0% is about no effect
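Enhancer read-out: after compound pinning and an initial kinetic agonist-mode read, an EC20 of TRH (10 nM final) was injected and fluo-8 calcium signal (Ex 480/Em 530) followed at 1 s/cycle for 100 cycles in TRHR-expressing cells.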
D2 antag: antagonists of human D2 dopamine receptor | P14416 | HEK293 TREx D2 cells, calcium flux, dopamine EC80 | inhibition, % at 10 µM | actives 2% (n = 340,000) | AID 485344; in the data active means inhibition above about 30%; further: 0% is about no effect
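Read-out: kinetic calcium fluorescence (1 cycle/s) in inducible HEK293 T-REx D2 cells after an EC80 dopamine addition that followed 180 s compound preincubation. Loss of the dopamine response indicates antagonism.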
D2 ag: agonists of human D2 dopamine receptor; P14416; HEK293 T-REx D2 cells, calcium flux agonist mode; activation, % at 2 µM; actives 0.53% (n = 340,000);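 active means activation over 3 SD above normal in the single-dose calcium agonist read, cut at about 30% in these data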; further: 0% is about no effect
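In this primary screen, compounds producing a positive calcium signal within 180 s of addition to tetracycline-induced, force-coupled HEK293 Trex D2 cells are flagged; cells are dye-loaded with a no-wash calcium kit beforehand.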
D1 antag: blocks dopamine activation of the human D1 receptor. actives 3.2% (n = 360,000). activity change, negative = inhibition, % at 10 µM. P21728. AID 504652. HEK293 TREx D1 cells, calcium flux, dopamine EC80; stronger effect = lower value; in the data active means activity change below about -30%; further: on the % scale 0 is the no-effect control and ±100 the full control effect
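Tetracycline-induced HEK293 T-REx cells with force-coupled D1 receptor were loaded with a no-wash calcium dye. Compound was added after a 10 s baseline and read kinetically for 180 s; EC80 dopamine was then added and calcium flux followed another 180 s.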
TRHR agonist: activates the human TRH receptor. activation, % at 2 µM. TRHR cells, calcium flux fluo-8, FDSS agonist mode. AID 493084. actives 0.18% (n = 360,000); further: 0% is about no effect
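TRHR-expressing cells loaded with fluo-8 calcium dye; 23 nL library compound pin-transferred, kinetic FDSS fluorescence (Ex 480/Em 530) recorded about 180 s for agonist-induced calcium release, before a 10 nM TRH EC20 addition for potentiator mode.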
* marks the source's active call; other numbers are inactive results; ? = inconclusive; . = not tested or not shown. Unless noted, no stated cut-off is given here; in the data, active means activation above about 30%; inactive means the rest.

SMILES | RXFP1 antag | D1 ag | D1 potentiator | D2 potentiator | TRHR enhancer | D2 antag | D2 ag | D1 antag | TRHR agonist
COc1ccc(/C=N/c2sc3c(c2C#N)CCN(Cc2ccccc2)C3)c(O)c1 | . | 1 | -1 | -3 | -4 | 14 | 24 | -3 | 0.6
CC(=O)N1CCc2c(sc(NC(=O)CN3C(=O)c4ccccc4C3=O)c2C(N)=O)C1 | . | 0 | -2 | 12 | -2 | -1 | -0.4 | 5 | -3.2
CC(NC(=O)/C(C#N)=C/c1ccc(N2CCOCC2)cc1)c1ccccc1 (configuration not stated) | -13 | 9 | -4 | 32* | 1 | 3 | 4.6 | -1 | 3.4
Cc1ccc(S(=O)(=O)NCc2ccccc2)cc1C(=O)NCCc1ccc(S(N)(=O)=O)cc1 | -1 | 0 | -7 | -7 | -5 | 7 | -1.2 | -7 | 1.5
CCC(CC)Nc1ccc(C(CC(N)=O)NC(=O)c2ccccc2)cc1[N+](=O)[O-] (configuration not stated) | . | -1 | -1 | -15 | -5 | 14 | -0.4 | -3 | -0.8
Cc1ccsc1-c1ccnc(-n2cccc2)n1 | 3 | 0 | -2 | -17 | -8 | 13 | 0.4 | -13 | 0.3
CCCn1c(=O)c2sccc2n2c(CCCC(=O)N3CCN(c4ccccc4OC)CC3)nnc12 | -4 | 1 | -3 | 3 | 4 | . | 2.8 | -2 | -0.4
Cc1ccc(S(=O)(=O)NCc2nc(-c3cccc(C)c3)no2)cc1 | 19 | 18 | -2 | 10 | -4 | . | -1.1 | -20 | 0.7
O=C(N1CCCCC1)C1(S(=O)(=O)c2ccccc2)CC=CC1 | . | 0 | -7 | 9 | 8 | -19 | 0.1 | -5 | -1.4
COc1c2ccoc2c(OCC=C(C)C)c2oc(=O)ccc12 | . | -2 | -2 | -4 | -1 | -13 | -0.7 | -21 | -0.7
Cc1ccc(Nc2c(-c3cccnc3)nc3ccc(C)cn23)cc1 | -13 | -2 | -1 | 9 | -2 | . | -2.5 | -3 | -1.4
CCOC(=O)c1cnc2c(ccc3ccccc32)c1Nc1ccc(C(C)=O)cc1 | 1 | 1 | 3 | 6 | -7 | . | 2.7 | 5 | 0.2
CCCCNC(=O)CCCn1c(=O)c2ccccc2n(CC(=O)Nc2ccccc2OCC)c1=O | . | 1 | 1 | -6 | -5 | . | 0.0 | 10 | 0.3
Cc1ccc(C(=O)Nc2ccc(Cl)c(-c3nc4ncccc4o3)c2)c(C)c1 | -22 | 2 | -3 | -12 | 2 | . | 0.4 | 5 | 1.2
Clc1ccc(C2=Nn3c(nnc3-c3n[nH]c4c3CCC4)SC2)cc1 | -19 | 0 | -2 | -17 | -6 | 4 | 0.3 | 1 | -0.9
Cc1nn(-c2ccccc2)c(Cl)c1/C=C/C(=O)c1ccc(O)cc1 | -40 | 13 | -5 | 11 | 6 | 15 | 0.3 | -19 | 0.2
CN1CCN(C(=O)CCC(=O)O)CC1 | 2 | 3 | 0 | -2 | -3 | -5 | 1.0 | 4 | -0.2
O=C(COC(=O)c1c(Cl)ccc(Cl)c1Cl)NC(=O)NCc1ccccc1 | -7 | 7 | 6 | 4 | 7 | -3 | 0.7 | 24 | 1.2
CC(C)CN1C(=O)C(=O)N(CC(=O)N(C)CC(=O)Nc2ccc(F)cc2)C1=O | 3 | 0 | 2 | -5 | 8 | -17 | -0.5 | -9 | -0.4
Cc1ccc(C(O)c2ccncc2)cc1 (configuration not stated) | -3 | 0 | -3 | -2 | 3 | 1 | 0.4 | 6 | 0.1
CC(=O)N1CC2([N+](=O)[O-])CN(C(C)=O)CC([N+](=O)[O-])(C1)C2(C)C | 3 | 4 | -3 | 5 | 0 | 11 | 0.5 | -1 | 0.0
O=C(CN1CCCN(S(=O)(=O)c2ccc(Br)cc2)CC1)Nc1ccc2c(c1)OCO2 | . | 0 | -15 | -9 | -6 | 0 | 0.4 | -49* | -0.5
Cc1cccc(N2CCN(C(=O)c3ccc4c(Cl)c5c(nc4c3)CCCC5)CC2)c1C | -11 | 2 | 6 | -1 | 0 | . | . | 4 | 0.1
CCCCN(C(=O)COc1ccc(NC(C)=O)cc1)C1CCS(=O)(=O)C1 (configuration not stated) | 19 | 3 | -6 | 3 | -3 | -6 | -0.1 | -15 | -0.2
COc1cccc(CC(NC(C)=O)C(=O)NC2CCN(c3c4c(nc5ncnn35)CCC4)CC2)c1OC (configuration not stated) | . | 3 | 0 | 3 | -3 | . | . | 2 | -0.7
Further entries:
SMILES | RXFP1 antag | D1 ag | D1 potentiator | D2 potentiator | TRHR enhancer | D2 antag | D2 ag | D1 antag | TRHR agonist
COc1ccc(N(C(=O)c2ccncc2)S(=O)(=O)c2ccc(OC)c(OC)c2)cc1 | . | 5 | 2 | 6 | -2 | 8 | 0.0 | 15 | 0.2
COc1ccccc1CC(=O)Nc1cc2oc3ccccc3c2cc1OC | -5 | 2 | -11 | -5 | 3 | 1 | -0.4 | -9 | -0.4
CCCOc1c(OC)cccc1C1CC(=O)Nc2cc3c(cc21)OCCO3 (configuration not stated) | -3 | 3 | -4 | -3 | 16 | -16 | 0.6 | -9 | 0.0
CC(C(=O)N(C)CC(=O)Nc1ccccc1C(F)(F)F)N1C(=O)c2ccccc2C1=O (configuration not stated) | 1 | 1 | -10 | 1 | 35* | 12 | -0.2 | -27 | 0.4
COC(=O)c1ccc(NC(=O)CC2C(=O)N(c3cccc(OC)c3)C(=O)N2Cc2ccco2)cc1 (configuration not stated) | 17 | 1 | -1 | -1 | -2 | . | -0.2 | 0 | -0.2
Clc1ccc(OCCn2ccnc2)c2ccccc12 | -7 | 5 | -4 | 9 | 3 | 8 | 0.5 | 8 | 0.1
CCc1ccc2c(c1)-c1ccccc1S(=O)(=O)N2CC(=O)N1CCC(C)CC1 | 4 | 0 | 0 | 7 | -4 | . | -1.6 | 5 | -0.4
O=C(O)CCn1c2ccccc2c2nc3ccccc3nc21 | -15 | 7 | 0 | 15 | 7 | -7 | 1.1 | 3 | -1.2
COc1cccc(NC(=O)CN(C)C(=O)CNC(=O)c2ccc(Oc3ccccc3)cc2)c1 | -23 | 10 | -4 | 0 | 2 | -7 | 0.3 | -4 | -0.2
Cc1cc2n(n1)SC(Nc1cccc3ccccc13)N2 (configuration not stated) | 8 | 3 | -6 | 0 | -1 | -2 | 0.5 | 1 | -0.1
CC(C)C(CCNC(=O)CC(Cc1ccccc1)c1ccco1)c1ccco1 (configuration not stated) | -6 | 10 | -5 | 12 | -23 | 16 | 1.1 | 9 | 0.2
Cc1cc(C)cc(NC(=O)COC(=O)Cc2ccccc2F)c1 | 3 | 0 | -1 | -4 | -9 | -7 | -1.7 | -2 | -0.8
Fc1ccc(NC(=S)N2CCN(c3cccc(C(F)(F)F)c3)CC2)cc1 | -1 | 10 | -10 | -22 | 1 | 20 | 0.1 | -38* | 0.3
COc1ccc(NC(=O)CC(CC(=O)O)c2cc(OC)c(OC)c(OC)c2)cc1 (configuration not stated) | -7 | 3 | 1 | 1 | 3 | 10 | 1.2 | 3 | 0.5
O=C(CCCNC(=O)c1ccc(Cl)cc1)Nc1cccc(S(=O)(=O)N2CCCCC2)c1 | 11 | 4 | . | -11 | -5 | 29 | -0.2 | -6 | -0.6
Cc1cccc(Nc2cc(=O)n(C)c(=O)[nH]2)c1 | -4 | 2 | -1 | 1 | 1 | 4 | 3.0 | 4 | 0.6
CCOC(=O)C(=Cc1cc(=O)c(OC)co1)C(=O)OCC | ? | 4 | -3 | 6 | -4 | -6 | 0.9 | -8 | -0.1
O=C(NCCN=C1NS(=O)(=O)c2ccccc21)c1ccccc1 | -7 | 4 | -5 | 2 | -1 | 5 | -0.3 | -3 | 0.9
Cc1ccnc(NS(=O)(=O)c2ccc(NC(=O)c3ccc(C)c(C)c3)cc2)n1 | -2 | -1 | 0 | 1 | 0 | . | -1.5 | 4 | -1.2
COc1ccc(NC(=O)C(c2ccccc2)N2CCN(c3ccccn3)CC2)cc1Cl (configuration not stated) | -8 | 4 | -2 | 5 | 0 | -20 | 0.2 | -19 | 0.1
COc1ccccc1C(=O)NCCC(=O)NNC(=O)c1ccccc1O | -5 | 3 | 6 | 1 | 2 | -6 | 0.0 | 38 | -0.4
CCOc1cc(C(=O)N2CCOCC2)ccc1OCc1ccccc1 | -6 | -1 | -1 | 2 | 2 | -10 | -0.9 | -5 | 0.0
Fc1ccc(CNCc2ccccc2Cl)cc1 | 3 | 1 | -1 | 3 | 1 | 14 | 1.5 | 10 | -1.5
O=C(NCCC1=CCCCC1)C1CCN(S(=O)(=O)c2ccccc2C(F)(F)F)CC1 | 0 | 21 | -9 | -8 | -5 | -5 | 0.3 | -5 | 0.6
N#Cc1c(SCC(=O)Nc2ccccc2C(F)(F)F)sc2c(O)cc(=O)[nH]c12 | -21 | 2 | -10 | . | 1 | -1 | 4.5 | -33* | 0.5
c1ccc2c(c1)CCN(c1nc3ccccc3n3cnnc13)C2 | . | 0 | 7 | -13 | -10 | -7 | -0.4 | 7 | -0.3
COc1cccc(C(=O)N2CCN(C(=O)C3CC3)CC2)c1 | 0 | 1 | 0 | 7 | -3 | 7 | 3.1 | 7 | -0.2
Cn1c(=O)cc(OCCCC(=O)N2CCN(Cc3ccc4c(c3)OCO4)CC2)c2ccccc21 | -6 | 2 | 2 | -1 | 4 | 9 | -1.0 | -10 | 1.5
CCCOc1ccccc1Cn1c(=O)oc2ccccc21 | -1 | 3 | -2 | -2 | -9 | -3 | -0.4 | -7 | -0.9
CC(C)OC(=O)Cn1c(=O)sc2ccccc21 | -5 | 0 | -8 | . | -4 | . | . | -9 | -1.7

Shown with values under each structure: part of the list above.
Results follow in this order: RXFP1 antag	D1 ag	D1 potentiator	D2 potentiator	TRHR enhancer	D2 antag	D2 ag	D1 antag	TRHR agonist
- COc1ccc(N(C(=O)c2ccncc2)S(=O)(=O)c2ccc(OC)c(OC)c2)cc1
  .	5	2	6	-2	8	0.0	15	0.2
- COc1ccccc1CC(=O)Nc1cc2oc3ccccc3c2cc1OC
  -5	2	-11	-5	3	1	-0.4	-9	-0.4
- CCCOc1c(OC)cccc1C1CC(=O)Nc2cc3c(cc21)OCCO3 (configuration not stated)
  -3	3	-4	-3	16	-16	0.6	-9	0.0
- CC(C(=O)N(C)CC(=O)Nc1ccccc1C(F)(F)F)N1C(=O)c2ccccc2C1=O (configuration not stated)
  1	1	-10	1	35*	12	-0.2	-27	0.4
- COC(=O)c1ccc(NC(=O)CC2C(=O)N(c3cccc(OC)c3)C(=O)N2Cc2ccco2)cc1 (configuration not stated)
  17	1	-1	-1	-2	.	-0.2	0	-0.2
- Clc1ccc(OCCn2ccnc2)c2ccccc12
  -7	5	-4	9	3	8	0.5	8	0.1
- CCc1ccc2c(c1)-c1ccccc1S(=O)(=O)N2CC(=O)N1CCC(C)CC1
  4	0	0	7	-4	.	-1.6	5	-0.4
- O=C(O)CCn1c2ccccc2c2nc3ccccc3nc21
  -15	7	0	15	7	-7	1.1	3	-1.2
